Mdm2 MdmX PPI: inhibitors of human Mdm2-MdmX association, primary screen, cell-based, luminescence, split luciferase, SaOS-2, uHTS; Protein Mdm4 (Homo sapiens) + E3 ubiquitin-protein ligase Mdm2 (Homo sapiens), …; SaOS-2 split-luciferase Mdm2/MdmX complementation; inhibition, % at 8 µM; 3% of 330,000 active; AID 485346, 2010;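 active = inhibition of at least 50% at 8 µM in the primary screen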
APJ ag: agonists of human apelin receptor APJ, primary screen, CHO-K1 cells, PathHunter beta-arrestin, luminescence; P35414; 0% DMSO wells, 100% apelin; activation, % at 20 µM; 0.11% of 330,000 active; AID 2520, 2010;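 active = activation more than six SD over the plate average, tested at 20 µM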;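 also: 0% = DMSO alone and 100% = apelin-13 at 10 nM; some results filed as inactive read as strong as hits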
Target sequence (P35414 whole entry, looked up): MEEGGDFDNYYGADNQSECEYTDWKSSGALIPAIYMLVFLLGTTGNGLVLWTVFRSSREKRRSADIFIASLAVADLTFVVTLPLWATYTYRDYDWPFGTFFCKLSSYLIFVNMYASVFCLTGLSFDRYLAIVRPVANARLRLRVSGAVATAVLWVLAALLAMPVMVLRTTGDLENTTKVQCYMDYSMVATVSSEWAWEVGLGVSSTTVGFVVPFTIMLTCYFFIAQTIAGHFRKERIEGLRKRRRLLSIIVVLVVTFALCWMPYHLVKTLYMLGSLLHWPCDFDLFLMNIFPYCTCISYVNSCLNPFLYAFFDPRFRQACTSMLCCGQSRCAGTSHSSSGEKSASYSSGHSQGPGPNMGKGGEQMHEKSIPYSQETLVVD
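Incubation: overnight seeding, 90 min compound at 25 °C, 1 h detection; test system: PathHunter CHO-K1 APJ (AGTRL-1) beta-arrestin reporter cells; amount: 1000 cells/well; doses: one dose, 20 µM compound, 1% DMSO; measured by: beta-gal luminescence; measure: agonist-driven arrestin binding to APJ; benchmarks: negative DMSO alone, positive Apelin-13 at 10 nM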
APJ antag: antagonists of human apelin receptor APJ, primary screen, CHO-K1 cells, beta-arrestin complementation, luminescence; P35414; inhibition, % at 20 µM; 0.32% of 330,000 active; AID 2521, 2010;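 active = inhibition above about 40% at 20 µM, limit read from the data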;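 also: cells challenged with 10 nM apelin-13 agonist together with compound; plate controls were apelin-13 plus DMSO wells for no effect and DMSO wells lacking apelin-13 for full effect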
EBI2 antag: EBI2 receptor antagonists, beta-arrestin recruitment, primary screen, cell-based, luminescence, 7a,25-OHC stimulation, uHTS; G-protein coupled receptor 183 (Homo sapiens), P32249; 7a,25-OHC stimulated; inhibition, % at 5 µM; 0.81% of 360,000 active; AID 651636, 2012; in the data active = inhibition above about 38%;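 also: enzyme fragment complementation signal reports receptor beta-arrestin coupling in cells; 0% = agonist plus DMSO wells and 100% = wells without agonist; some results beyond the cut were filed as inactive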
CXCR6 inh: CXCR6 receptor inhibitors, primary screen, cell-based, beta-arrestin, luminescence, CHO-K1 PathHunter, 1536-well; C-X-C chemokine receptor type 6 (Homo sapiens), O00574; inhibition, % at 20 µM; 0.36% of 360,000 active; AID 602244, 2012; in the data active = inhibition above about 34%, passing the limit was not always enough;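 also: antagonist mode with CXCL16 agonist at 10 nM final; 0% = 10 nM CXCL16 with DMSO and 100% = unstimulated wells without agonist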
Target sequence (O00574 whole entry, looked up): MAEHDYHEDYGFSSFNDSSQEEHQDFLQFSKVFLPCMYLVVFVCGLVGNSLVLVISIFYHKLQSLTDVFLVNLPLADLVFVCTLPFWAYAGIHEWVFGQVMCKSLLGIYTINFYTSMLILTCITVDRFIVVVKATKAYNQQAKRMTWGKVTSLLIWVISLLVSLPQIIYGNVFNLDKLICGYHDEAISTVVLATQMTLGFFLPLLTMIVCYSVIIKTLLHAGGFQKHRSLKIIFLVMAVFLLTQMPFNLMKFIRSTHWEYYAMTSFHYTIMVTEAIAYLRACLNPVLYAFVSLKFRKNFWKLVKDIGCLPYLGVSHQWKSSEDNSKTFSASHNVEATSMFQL
CCR6 antag: CCR6 receptor antagonists, primary screen, cell-based, CHO-K1, luminescence, beta-arrestin, uHTS | C-C chemokine receptor type 6 (Homo sapiens), P51684 | CHO-K1 CCR6 PathHunter beta-arrestin, CCL20-stimulated | inhibition, % at 20 µM | 0.49% of 340,000 active;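 active = compounds whose inhibition of the agonist-driven luminescence signal at 20 µM reaches about 50%, limit read from the data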;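 also: cells stimulated with CCL20 at 14 nM final; plate controls were DMSO with CCL20 for no effect and DMSO without agonist for full effect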
Target sequence (P51684 whole entry, looked up): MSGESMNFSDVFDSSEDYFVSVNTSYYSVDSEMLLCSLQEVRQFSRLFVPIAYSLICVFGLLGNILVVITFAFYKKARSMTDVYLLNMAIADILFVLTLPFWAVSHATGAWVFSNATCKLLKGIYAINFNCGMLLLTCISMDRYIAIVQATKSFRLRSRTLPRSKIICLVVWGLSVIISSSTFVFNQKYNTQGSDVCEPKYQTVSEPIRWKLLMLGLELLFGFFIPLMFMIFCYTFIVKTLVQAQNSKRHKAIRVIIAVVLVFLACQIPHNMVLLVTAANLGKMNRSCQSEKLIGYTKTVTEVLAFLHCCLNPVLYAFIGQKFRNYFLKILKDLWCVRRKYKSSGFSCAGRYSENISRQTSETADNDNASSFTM
XBP1 UPR activ: activators of adaptive XBP1 UPR arm, primary screen, cell-based, CHO-XBP1 luciferase reporter, luminescence, uHTS | activation, % at 20 µM | IRE1-XBP1 UPR activation; percent of tunicamycin response, DMSO as zero | 0.33% of 330,000 active | AID 463104, 2010;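 active = versus positive control, 20 µM dose yields 30% or more activation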;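 also: 100% = tunicamycin at 10 µg/mL and 0% = DMSO only wells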
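Material: IRE1-XBP1 luciferase reporter CHO line / Quantity: one thousand reporter cells per well / Buffer or medium: F12 with 10% serum / Compound: 20 µM single concentration, DMSO 1% / Times: 6 h treatment, 37 °C / Detection: Steady-Glo luciferase glow luminescence, 10 min after reagent addition / Benchmarks: tunicamycin high, DMSO low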
UPR CHOP act: activators of apoptotic CHOP UPR arm, primary screen, cell-based, CHO-CHOP luciferase reporter, luminescence, uHTS | UPR activation; percent of tunicamycin response over DMSO baseline | 0.34% of 330,000 active | activation, % at 10 µM;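 active = at 10 µM dose, activation of 40% or more, normalized to positive control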;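 also: 100% = tunicamycin at 10 µg/mL and 0% = DMSO alone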
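assay system = CHO CHOP reporter cells | amount = 500 CHO-CHOP cells per well | buffer or medium = F12 with 10% FBS | incubation = 16-18 h cell attachment, then 6 h compound exposure, 37 °C | detection = luminescence read with Steady-Glo | read-out = percent activation relative to tunicamycin control | controls = tunicamycin high control, DMSO low control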
tim23-1 inh: growth inhibitors of tim23-1 mutant yeast, primary screen, luminescence, uHTS; S. cerevisiae tim23-1 growth, BacTiter-Glo luminescence, 24 h; inhibition, % at 20 µM; 1.3% of 330,000 active;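 active = growth inhibition of the mutant yeast at or above 50%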;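 also: temperature-sensitive mutant grown at 25 °C; plate controls were DMSO-treated mutant yeast for no effect and medium wells lacking yeast for full effect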
* = called active by the depositor. The list is partial; the hit share may differ from the screen's.

`CC(Sc1nnc(-c2cccs2)n1N)C(=O)NCC1CCCO1` (stereo not given) gave Mdm2 MdmX PPI 3, APJ ag 1, APJ antag 13, EBI2 antag 2, CXCR6 inh 4, CCR6 antag 3, XBP1 UPR activ -4, UPR CHOP act -0.5 and tim23-1 inh 0.
Screening CN(C)C(=S)SCC(=O)NC(=O)NC(C)(C)C returned Mdm2 MdmX PPI 22, APJ ag 0, APJ antag 0, EBI2 antag 3, CXCR6 inh -12, CCR6 antag 4, XBP1 UPR activ 0, UPR CHOP act 0.2 and tim23-1 inh 7.
For Cc1cc(NC(=O)NC(C)(C(F)(F)F)C(F)(F)F)no1 the results were Mdm2 MdmX PPI -5, APJ ag -1, APJ antag -5, EBI2 antag -2, CXCR6 inh -5, CCR6 antag 1, XBP1 UPR activ -1, UPR CHOP act 0.2 and tim23-1 inh 3.
`CCn1nccc1C(=O)NC1=C(C#N)CCC1` gave Mdm2 MdmX PPI -3, APJ ag -3, APJ antag -2, EBI2 antag -6, CXCR6 inh -6, CCR6 antag 17, XBP1 UPR activ 1, UPR CHOP act 0.1 and tim23-1 inh 4.
Screening CC(C)(C)SCCNC(=O)COc1ccc(Cl)cc1 returned Mdm2 MdmX PPI -31, APJ ag 1, APJ antag 2, EBI2 antag 33, CXCR6 inh 5, CCR6 antag 5, XBP1 UPR activ -4, UPR CHOP act -0.8 and tim23-1 inh 20.
`CC(C)CN(C(=O)COC(=O)c1ccc2ccccc2c1)c1c(N)n(Cc2ccccc2)c(=O)[nH]c1=O` gave Mdm2 MdmX PPI 49, APJ ag 0, APJ antag 11, EBI2 antag -18, CXCR6 inh 10, CCR6 antag 9, XBP1 UPR activ -1, UPR CHOP act 0.8 and tim23-1 inh 7.
Screening COCCNC(=O)c1ccc2c(c1)ncn2-c1ccc(C)c(Cl)c1 returned Mdm2 MdmX PPI 34, APJ ag -6, APJ antag 4, EBI2 antag -7, CXCR6 inh 4, CCR6 antag 2, XBP1 UPR activ -1, UPR CHOP act 4.5 and tim23-1 inh 25.
For CC(C)NC(=O)COC(=O)c1cncc(Br)c1 the results were Mdm2 MdmX PPI -1, APJ ag 0, APJ antag -6, EBI2 antag -9, CXCR6 inh -2, CCR6 antag -21, XBP1 UPR activ -3, UPR CHOP act -2.2 and tim23-1 inh 4.
`CC(C)OC(=O)Cn1nc(C(F)(F)F)c2c1CCCC2` gave Mdm2 MdmX PPI 11, APJ ag -1, APJ antag -14, EBI2 antag -7, CXCR6 inh 4, CCR6 antag 12, XBP1 UPR activ 2, UPR CHOP act 0.2 and tim23-1 inh -6.
`O=[N+]([O-])c1cc(S(=O)(=O)C(F)(F)F)ccc1N1CCN(c2ccccc2)CC1` gave Mdm2 MdmX PPI -5, APJ ag 14, APJ antag 4, EBI2 antag 2, CXCR6 inh 3, CCR6 antag -9, XBP1 UPR activ -1, UPR CHOP act 2.0 and tim23-1 inh 37.
`CCOc1ccc(NC(=O)[C@@H](NC(=O)c2ccccc2Br)C(C)C)cc1` gave Mdm2 MdmX PPI 19, APJ ag 1, APJ antag 3, EBI2 antag 0, CXCR6 inh -4, CCR6 antag 15, XBP1 UPR activ -2, UPR CHOP act -1.2 and tim23-1 inh -2.
Screening Cc1cccn2c(=O)c3cc(C(=O)NCC4CCCO4)c(=N)n(CC4CCCO4)c3nc12 (stereo not given) returned Mdm2 MdmX PPI 5, APJ ag 0, APJ antag -9, EBI2 antag -2, CXCR6 inh 13, CCR6 antag 30, XBP1 UPR activ 1, UPR CHOP act 0.8 and tim23-1 inh 13.
`Cc1ccc2c(c1)cc(CN(Cc1cccnc1)C(=O)NCc1ccccc1)c1nnnn12` gave Mdm2 MdmX PPI -4, APJ ag 4, APJ antag -1, EBI2 antag -5, CXCR6 inh 2, CCR6 antag 21, XBP1 UPR activ 4, UPR CHOP act -1.1 and tim23-1 inh 14.
Screening COc1ccc(F)cc1Cn1nc(C(=O)O)c2ccccc2c1=O returned Mdm2 MdmX PPI 17, APJ ag 0, APJ antag -3, EBI2 antag 13, CXCR6 inh 2, CCR6 antag 7, XBP1 UPR activ 2, UPR CHOP act -0.6 and tim23-1 inh -14.
`COc1ccccc1C(=O)CC(=O)C(=O)Nc1cccc([N+](=O)[O-])c1C` gave Mdm2 MdmX PPI 7, APJ ag -2, APJ antag 10, EBI2 antag -7, CXCR6 inh 11, CCR6 antag 20, XBP1 UPR activ -2, UPR CHOP act 10.0 and tim23-1 inh 30.

Not a retest: an excerpt of the list.
Screening CN(C)C(=S)SCC(=O)NC(=O)NC(C)(C)C returned Mdm2 MdmX PPI 22, APJ ag 0, APJ antag 0, EBI2 antag 3, CXCR6 inh -12, CCR6 antag 4, XBP1 UPR activ 0, UPR CHOP act 0.2 and tim23-1 inh 7.
For Cc1cc(NC(=O)NC(C)(C(F)(F)F)C(F)(F)F)no1 the results were Mdm2 MdmX PPI -5, APJ ag -1, APJ antag -5, EBI2 antag -2, CXCR6 inh -5, CCR6 antag 1, XBP1 UPR activ -1, UPR CHOP act 0.2 and tim23-1 inh 3.

Next part.
For CCCN(CCC)CCNC(=S)Nc1ccc2nc3n(c(=O)c2c1)CCCCC3 the results were Mdm2 MdmX PPI -11, APJ ag -1, APJ antag -7, EBI2 antag -6, CXCR6 inh 5, CCR6 antag 5, XBP1 UPR activ -3, UPR CHOP act -0.2 and tim23-1 inh -8.
`CCN=C1S/C(=C\c2cn(CC)c3ccccc23)C(=O)N1CC` gave Mdm2 MdmX PPI 10, APJ ag -4, APJ antag 4, EBI2 antag 17, CXCR6 inh -15, CCR6 antag 18, XBP1 UPR activ 8, UPR CHOP act -1.5 and tim23-1 inh 6.
Screening O=C(NC1CC1)c1sc2cc([N+](=O)[O-])ccc2c1Cl returned Mdm2 MdmX PPI 10, APJ ag 3, APJ antag -22, EBI2 antag -10, CXCR6 inh -2, CCR6 antag -9, XBP1 UPR activ -1, UPR CHOP act 0.6 and tim23-1 inh 7.
`COc1ccccc1N(C)S(=O)(=O)c1ccc(C(=O)N(CC(N)=O)C(C)C)cc1` gave Mdm2 MdmX PPI 2, APJ ag -3, APJ antag -4, EBI2 antag 1, CXCR6 inh 7, CCR6 antag 4, XBP1 UPR activ -2, UPR CHOP act -2.8 and tim23-1 inh -1.
Cc1ccccc1OCC(=O)OCC(=O)NCC1CCCO1 (stereo not given) was read as Mdm2 MdmX PPI 15, APJ ag -4, APJ antag 10, EBI2 antag 5, CXCR6 inh 1, CCR6 antag 5, XBP1 UPR activ 0, UPR CHOP act -0.1 and tim23-1 inh 5.
`CCCn1cc(CN2CCC(n3nccc3NC(=O)CCOc3ccccc3)CC2)c(C)n1` gave Mdm2 MdmX PPI -4, APJ ag -5, APJ antag -2, EBI2 antag -4, CXCR6 inh -6, CCR6 antag 14, XBP1 UPR activ -2, UPR CHOP act -0.2 and tim23-1 inh 6.
`CCN(C(=O)COC(=O)c1cc([N+](=O)[O-])ccc1N1CCCCC1)C1CCS(=O)(=O)C1` (stereo not given) gave Mdm2 MdmX PPI 21, APJ ag -3, APJ antag 26, EBI2 antag -2, CXCR6 inh 8, CCR6 antag 9, XBP1 UPR activ -3, UPR CHOP act 1.3 and tim23-1 inh -4.
`O=C(O)c1cc(Cl)c(Cl)cc1C(=O)N(Cc1ccccc1)Cc1ccccc1` gave Mdm2 MdmX PPI 23, APJ ag -4, APJ antag -16, EBI2 antag -2, CXCR6 inh -1, CCR6 antag 20, XBP1 UPR activ 0, UPR CHOP act 0.0 and tim23-1 inh 16.
Screening O=C(COC(=O)/C=C/c1ccc([N+](=O)[O-])cc1)NCc1cccs1 returned Mdm2 MdmX PPI -13, APJ ag 0, APJ antag 9, EBI2 antag -7, CXCR6 inh -2, CCR6 antag -5, XBP1 UPR activ 1, UPR CHOP act 1.0 and tim23-1 inh 13.
c1ccc2c(c1)CSc1ccccc1N2 was read as Mdm2 MdmX PPI 13, APJ ag 5, APJ antag -6, EBI2 antag 3, CXCR6 inh -6, CCR6 antag 0, XBP1 UPR activ 4, UPR CHOP act 4.8 and tim23-1 inh 27.
For COc1ccc(S(=O)(=O)N2CCN(C(=O)c3ccc([N+](=O)[O-])o3)CC2)cc1 the results were Mdm2 MdmX PPI 15, APJ ag 5, APJ antag -59, EBI2 antag 0, CXCR6 inh -33, CCR6 antag -3, XBP1 UPR activ -2, UPR CHOP act 5.2 and tim23-1 inh 35.
Cc1ccc(Cn2c(CCNc3nc(-c4ccc(Cl)c([N+](=O)[O-])c4)cs3)nc3cc(Cl)c(Cl)cc32)cc1 was read as Mdm2 MdmX PPI 93*, APJ ag -5, APJ antag 9, EBI2 antag 20, CXCR6 inh -5, CCR6 antag 8, XBP1 UPR activ 14, UPR CHOP act -2.4 and tim23-1 inh 13.
`CC(=O)c1cccc(NC(=O)C2CCCN(S(=O)(=O)c3cccc4cccnc34)C2)c1` (stereo not given) gave Mdm2 MdmX PPI -23, APJ ag 5, APJ antag -65, EBI2 antag 7, CXCR6 inh -12, CCR6 antag -2, XBP1 UPR activ 0, UPR CHOP act 0.2 and tim23-1 inh 12.
`C=CCn1nnnc1SCC(=O)Nc1cccc(OC)c1` gave Mdm2 MdmX PPI 12, APJ ag -6, APJ antag 4, EBI2 antag -9, CXCR6 inh 1, CCR6 antag -9, XBP1 UPR activ 2, UPR CHOP act 0.3 and tim23-1 inh 8.
Screening CCOC(=O)C1=C(C)c2ccccc2OC1(C(=O)OCC)C(C)C (stereo not given) returned Mdm2 MdmX PPI 16, EBI2 antag 1, CXCR6 inh 19, CCR6 antag 16, XBP1 UPR activ 0, UPR CHOP act 1.3 and tim23-1 inh 33.
For O=S(=O)(c1cccc2cccnc12)N(CCO)CCO the results were Mdm2 MdmX PPI -1, APJ ag -4, APJ antag -10, EBI2 antag 0, CXCR6 inh 31, CCR6 antag 5, XBP1 UPR activ -1, UPR CHOP act -2.1 and tim23-1 inh -10.
`CCOc1ccc(CCNC(=O)COC(=O)c2cc(OC)c(OC)cc2[N+](=O)[O-])cc1OCC` gave Mdm2 MdmX PPI 15, APJ ag 2, APJ antag 7, EBI2 antag 1, CXCR6 inh -5, CCR6 antag 15, XBP1 UPR activ -3, UPR CHOP act 0.8 and tim23-1 inh 10.
Screening Cc1nn(CC(=O)Nc2ccc(Br)cc2F)c(=O)c2cccn12 returned Mdm2 MdmX PPI 7, APJ ag -2, APJ antag -32, EBI2 antag 5, CXCR6 inh 0, CCR6 antag -9, XBP1 UPR activ -1, UPR CHOP act -0.1 and tim23-1 inh -4.
